Screens as filed in PubChem.
Large T inhibition – SV40 large T antigen inhibitors, biochemical (AID 1903); SV40 large T antigen ATPase/helicase inhibition assay; higher % means a stronger effect; one-dose inhibition, % at 20 µM; IC50 in µM for titrated hits; 0.39% of 310,000 active; in the data active = a potency from the dose series; inconclusive = inhibition mostly from about 32% at the one dose, without a potency; inactive = the rest, 99 in 100 with inhibition below about 32%; also: strong numbers were not always called active
KOR beta-arrestin-1 – KOR agonists, beta-arrestin recruitment, primary screen, cell-based, luminescence, uHTS (AID 1777) | KOR beta-arrestin recruitment, luminescence; higher % means a stronger effect | one-dose activation, % at 10 µM; EC50 in µM for titrated hits | 0.02% of 280,000 active; in the data active = activation above about 50%, passing the limit was not always enough; also: a part of the inactive calls stands beside numbers as strong as those of hits
Rac1 GTP hydrolysis – MgcRacGAP GTPase-activating activity inhibitors, confirmation, biochemical, ADP Hunter fluorescence. MgcRacGAP-stimulated Rac1 GTP hydrolysis, ADP Hunter fluorescence; higher % means a stronger effect; GST-tagged Rac1 F28L mutant substrate. inhibition, % at 30 µM; hits with a dose series show IC50 in µM. 0.6% of 340,000 active;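 active = first-screen hits whose inhibition reached a set limit at any dose in the follow-up dose series; inconclusive = inhibition above the set first-screen limit but never retested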;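 also: fluorescence reports GDP produced by GAP-driven GTP hydrolysis; strong numbers were not always called active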
GPR55 LPI antagonism – inhibition of LPI-stimulated GPR55 beta-arrestin translocation – imaging, U2OS, beta-arrestin-GFP, LPI agonist, primary screen (AID 2013) | 0.13% of 290,000 active | inhibition, % at 10 µM; hits with a dose series show IC50 in µM | U2OS GPR55 beta-arrestin-GFP translocation imaging, LPI antagonism; higher % means a stronger effect;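 active = spots per cell inhibited over 60%, with over 100 cells counted and total cytoplasm intensity under 500,000; inconclusive = wells with under 100 cells, flagged as likely toxic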;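 also: U2OS cells stably carrying GPR55 and arrestin-GFP stimulated by 5 µM LPI near EC80; imaged beta-arrestin-GFP aggregate spots per cell after agonist stimulation; plate controls were LPI-stimulated DMSO wells for no effect and DMSO wells without LPI for full effect; some results filed as inactive read as strong as hits; confirmed hits need IC50 under 10 µM and bright autofluorescent wells are also inconclusive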
NOD1 NF-kB reporter – inhibition of NOD1-driven NF-kB reporter – cell-based, luminescence, uHTS, primary screen (AID 1578). NOD1-driven NF-kB luciferase reporter cells, luminescence; higher % means a stronger effect. inhibition, % at 4 µM, or EC50 in µM where a hit was titrated. 1% of 290,000 active; in the data active = inhibition mostly above about 36%, no sharp cut-off; inactive = mostly below about 34%;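 also: HEK-293T reporter cells stimulated with the NOD1 agonist gamma-tri-DAP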
GPR55 beta-arrestin – GPR55 agonists via beta-arrestin recruitment, primary screen, imaging, U2OS cells, beta-arrestin-GFP redistribution (AID 1961) | U2OS GPR55 beta-arrestin-GFP redistribution imaging; higher % means a stronger effect | 0.048% of 290,000 active | activation, % at 10 µM; hits with a dose series show EC50 in µM;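 active = activation above 40% with more than 50 cells counted in the well; inconclusive = wells holding fewer than 50 cells, flagged as toxic or sparse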;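 also: U2OS osteosarcoma cells stably expressing GPR55 and beta-arrestin-GFP; plate controls were DMSO negative control for no effect and LPI positive control for full effect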
NOD2 inhibition – inhibition of NOD2-driven NF-kB reporter – cell-based, luminescence, uHTS, HEK293 (AID 1566). HEK293 NOD2/NF-kB luciferase reporter, luminescence; higher % means a stronger effect. inhibition, % at 4 µM, or EC50 in µM where a hit was titrated. 0.63% of 290,000 active; also: many of its hits are not listed in these tables
KOR beta-arrestin-2 – kappa opioid receptor blockers – cell-based, luminescence, uHTS (AID 1778) | 0.091% of 290,000 active | one-dose inhibition, % at 10 µM; IC50 in µM for titrated hits | KOR beta-arrestin recruitment, luminescence, antagonist mode; higher % means a stronger effect; also: strong numbers were not always called active
HIV fusion peptide – cell-free HIV fusion peptide-binding blockers – biochemical, uHTS, fluorescence dequenching, primary screen (AID 1986). cell-free peptide binding, fluorescence dequenching, 30 min; higher % means a stronger effect. one-dose inhibition, % at 20 µM; IC50 in µM for titrated hits. 0.3% of 290,000 active; in the data active = inhibition mostly above about 52%, no sharp cut-off; inactive = mostly below about 76%; also: some results filed as inactive read as strong as hits
Active calls of the source: *; u = inconclusive; x = no result given; [ ] = dose if it differs, or a comment. Rule as the data show it, unless noted: active = inhibition above about 50%; inactive = the rest.

SMILES	Large T inhibition	KOR beta-arrestin-1	Rac1 GTP hydrolysis	GPR55 LPI antagonism	NOD1 NF-kB reporter	GPR55 beta-arrestin	NOD2 inhibition	KOR beta-arrestin-2	HIV fusion peptide
COc1ccc(-c2nn3c(=O)c(C)nnc3s2)cc1	3%	-1.3%	12%	-2%	-7%	-0.1%	5%	-16%	-1.3%
CC(O)c1nc2ccccc2n1C(C)c1ccccc1 (stereo not drawn)	9%	0.0%	6%	2%	-18%	-0.2%	9%	-16%[20 µM]	0.8%
O=C(COC(=O)c1ccccc1F)c1ccc(-n2nncc2-c2ccco2)cc1	0%	-6.1%	5%	5%	6%	-0.2%	-6%	31%	-1.7%
COc1ccc(NC(=O)C2CC(=O)n3cnnc3S2)cc1 (stereo not drawn)	27%	0.8%	8%	-7%	11%	0.2%	8%	18%	1.7%
O=C(CCC1COc2ccccc2O1)Nc1cccnc1 (stereo not drawn)	0%	-4.3%	4%	1%	-12%	-0.2%	12%	52%	-1.9%
Cc1onc(-c2ccc(Cl)cc2Cl)c1-c1csc(N/N=C/c2ccccc2Cl)n1	7%	2.0%	3%	-1%	10%	0.6%	11%	37%	1.1%
Cc1nc(SCc2ccccc2F)c2oc3ccccc3c2n1	8%	x	8%	-3%	0%	-0.3%	0%	1%	0.4%
Cc1c(C)n(Cc2ccc(Cl)cc2)c2ccc(C(=O)NCCN3CCOCC3)cc12	10%	5.8%	3%	11%	3%	-0.1%	9%	-20%	-2.8%
COc1cc(S(=O)(=O)N2CCOCC2)ccc1NC(=O)COC(=O)C12CC3CC(CC(C3)C1)C2	1%	-1.3%	14%	-2%	7%	-0.1%	7%	-43%	-3.5%
O=C(N/N=C/c1cccnc1)c1cccc(NC(=O)c2ccccc2Cl)c1	9%	0.7%	6%	-8%	-41%	0.1%	2%	-12%	0.0%
CCCc1cc(C(=O)NNC(=S)NC2CCCCC2)cs1	3%	4.0%	5%	5%	-39%	-0.1%	-40%	11%	-0.8%
C=CCn1c(SCC(=O)Nc2c(C)n(C)n(-c3ccccc3)c2=O)nc2sc(C)c(-c3ccccc3)c2c1=O	7%	1.3%	12%	24%	13%	-0.1%	12%	9%	-1.5%
Cn1c(SCC(=O)NC(=O)Nc2ccccc2)nnc1-c1ccncc1	-1%	-4.5%	x	3%	-6%	-0.1%	-1%	18%	-0.6%
Cc1cc(C)c(NC(=O)Cn2ncc3ccccc32)c(C)c1	5%	-5.2%	x	-16%	-4%	0.0%	7%	-4%	1.2%
CCCCN1C(=O)CC(C(=O)O)C1c1ccc(OC)cc1 (stereo not drawn)	23%	x	-2%	1%	-15%	0.0%	-7%	-31%	-0.8%
CCOC(=O)c1cn(Cc2ccc(C)cc2)nn1	-1%	-1.5%	4%	-5%	-14%	1.2%	11%	-29%	-3.2%
Cc1ccccc1NC(=O)c1cccc2nc3ccccc3nc12	1%	1.8%	7%	26%	21%	-0.1%	2%	-21%	-2.5%
Cc1c(C(=O)OC(C)C)[nH]c2c1C(=O)CCC2	5%	2.0%	0%	3%	-34%	-0.1%	-24%	-17%	-0.2%
Cc1csc(NC(=O)CSc2nnc3ncccn23)n1	1%	-2.2%	5%	-5%	-6%	0.2%	-4%	-15%	45%
COc1ccc(Nc2nnc(SCC3CCCCO3)s2)cc1 (stereo not drawn)	7%	7.0%	10%	0%	12%	0.7%	-4%	-33%	-0.9%

Just KOR beta-arrestin-1, KOR beta-arrestin-2 and Rac1 GTP hydrolysis (2 entries from above):
Molecule	KOR beta-arrestin-1	KOR beta-arrestin-2	Rac1 GTP hydrolysis
O=C(CCC1COc2ccccc2O1)Nc1cccnc1 (stereo not drawn)	-4.3%	52%	4%
Cc1onc(-c2ccc(Cl)cc2Cl)c1-c1csc(N/N=C/c2ccccc2Cl)n1	2.0%	37%	3%

The results go on.
SMILES	Large T inhibition	KOR beta-arrestin-1	Rac1 GTP hydrolysis	GPR55 LPI antagonism	NOD1 NF-kB reporter	GPR55 beta-arrestin	NOD2 inhibition	KOR beta-arrestin-2	HIV fusion peptide
CCOc1ccccc1NC(=O)Nc1ccon1	25%	1.4%	11%	-9%	-12%	-0.1%	-13%	-6%	-0.9%
CCc1ccc(NC(=O)CSc2nnc(CNC(=O)c3ccco3)o2)cc1	9%	-2.9%	6%	18%	-18%	-0.2%	8%	0%	0.2%
O=C(CN1CCN(S(=O)(=O)c2ccc3ccccc3c2)CC1)Nc1ccc(N2CCOCC2)cc1	9%	-2.1%	7%	7%	10%	1.2%	-17%	-13%	-0.2%
CCOc1ccc(NC(=O)CSc2nc3ccccc3nc2N2CC(C)OC(C)C2)cc1 (stereo not drawn)	-4%	-0.3%	1%	-3%	-5%	-0.1%	20%	-132%[20 µM]	-0.5%
COc1cc(NC(=O)c2cccc(C)c2)c(OC)cc1NC(=O)CN1CCOCC1	7%	-3.4%	8%	10%	-37%	1.3%	10%	22%	-1.5%
CC1(C(=O)NC2CCCCCC2)CCC(=O)N1Cc1ccc2c(c1)OCO2 (stereo not drawn)	10%	-3.8%	6%	5%	6%	0.0%	30%	23%	-0.6%
O=C(Nc1ncccc1Cl)C1COc2ccccc2O1 (stereo not drawn)	-1%	-3.5%	3%	1%	-40%	-0.2%	-23%	-48%	-1.5%
Cn1cc(CN2CCC(C(O)CCc3ccccc3)CC2)c(-c2ccccc2F)n1 (stereo not drawn)	4%	x	9%	-2%	-22%	0.0%	9%	0%	-0.2%
CCOC(=O)N1CCN(c2c(NCc3ccc(N(C)C)cc3)c(=O)c2=O)CC1	0%	-0.1%	2%	0%	-1%	0.2%	3%	-21%	-0.3%
COc1ccc(NC(=O)C2CCCN2S(=O)(=O)c2ccc3c(c2)CCC(=O)N3)cc1 (stereo not drawn)	-1%	1.3%	-1%	2%	8%	0.9%	2%	-18%	4.0%
COc1cc(Cl)ccc1NC(=S)N(CCCN1CCOCC1)Cc1cn(C)c2ccccc12	4%	-3.5%	11%	14%	-30%	2.0%	9%	11%	-1.1%
CCN(CC(=O)Nc1ccc(NC(C)=O)cc1)C(=O)C1COc2ccccc2O1 (stereo not drawn)	10%	1.2%	9%	15%	-18%	0.0%	6%	-2%	0.9%
CCOC(=O)N1CCC(N2Cc3cccc(C(=O)N4CC(C)CC(C)C4)c3C2=O)CC1 (stereo not drawn)	3%	1.1%	9%	11%	-14%	-0.2%	10%	13%	-2.4%
O=C(O)c1cccc(NC2=C(Cl)C(=O)c3ccccc3C2=O)c1	-48%	1.9%	0%	-12%	-65%	-0.6%	-81%	-25%	8.6%
Cc1ccc(-n2c(SCC(=O)Nc3cccc(S(=O)(=O)NC4=NCCCCC4)c3)nc3ccccc3c2=O)cc1C	7%	-3.8%	-7%	19%	-11%	-0.2%	24%	15%	2.0%
O=C(Nc1ccc(Cl)cc1)Nc1ccccc1NS(=O)(=O)c1cccs1	u	4.7%	4%	6%	15%	-0.1%	-17%	-5%	12%
CCCC(C)C(=O)Nc1nc(C)c(-c2csc(Nc3ccccc3OC)n2)s1 (stereo not drawn)	9%	-3.3%	5%	2%	11%	-0.1%	-2%	-7%	4.2%
COc1ccc(CCNC(=O)CN2C(=O)NC(Cc3c[nH]c4ccccc34)C2=O)cc1 (stereo not drawn)	4%	4.4%	8%	6%	-8%	-0.2%	-38%	-7%	1.6%
O=C(Nc1cccnc1)C1CC(=O)N(c2ccc(F)cc2)C1 (stereo not drawn)	3%	0.5%	-2%	-5%	3%	0.0%	-2%	7%	-1.3%
CC(=O)Nc1ccc(-c2nnc(SCC(=O)c3ccc4c(c3)Cc3ccccc3-4)n2C)cc1	9%	1.2%	11%	-5%	12%	-0.1%	-13%	-32%	13%
COc1ccc(/C=C/C(=O)OCC(=O)Nc2ccc(N3CCOCC3)cc2)cc1	2%	4.2%	6%	-12%	-25%	1.3%	-6%	-8%	-0.5%
Cc1ccc(S(=O)(=O)N2CCC(=O)N(C(COCc3cccc(C)c3)Cc3ccccc3)CC2)cc1 (stereo not drawn)	2%	5.1%	-3%	-1%	-4%	0.7%	2%	-58%	-1.0%
NS(=O)(=O)c1ccc(CNC(=O)c2ccc(Br)o2)cc1	0%	0.9%	-4%	0%	-24%	-0.1%	-14%	4%	1.6%
Cc1ccc(-n2c(SCC(=O)OC(C)C)nnc2-c2ccco2)cc1	21%	1.9%	1%	-12%	-32%	-0.1%	-8%	6%	-1.2%
C/C(CC(=O)C(F)(F)F)=N\NC(=O)/C(C#N)=C/N(C)C	1%	-2.7%	0%	-6%	-31%	-0.3%	-3%	-3%	0.7%
COC(=O)c1cccc(Cn2c(Cl)c(/C=N/Nc3ccccc3C)sc2=O)c1	-20%	5.8%	3%	-8%	39%	-0.2%	10%	-172%	2.2%
CCO[C@H]1OC(C(=O)N2CCOCC2)=C[C@@H](c2cn(C(C)=O)c3ccccc23)[C@@H]1CCCO	7%	6.1%	0%	1%	3%	0.2%	-22%	-15%	2.5%
O=C(CN1C(=O)NC2(CCCC2)C1=O)OCc1cc(=O)n2cc(Br)ccc2n1	7%	-0.3%	-8%	-2%	-3%	-0.2%	12%	16%	0.4%
COc1ccc(S(N)(=O)=O)cc1C(=O)OCC1CCCCC1	4%	-5.6%	5%	11%	-12%	-0.2%	6%	4%	-1.4%
N/C(=N\N=C/c1ccc(F)cc1)N/N=C\c1ccc(F)cc1	4%	1.3%	13%	-10%	-29%	0.0%	-135%	-57%[20 µM]	-3.9%
COc1ccc(NC(=O)COC(=O)Cc2c(F)cccc2Cl)cc1OC	7%	-16%	-2%	-8%	3%	0.1%	4%	-7%	0.1%
CN(C)c1ccc(/C=N/OC(=O)Nc2ccccc2Cl)cc1	u	-1.1%	u	-6%	-36%	-0.3%	-32%	-32%	0.1%
Cc1ccc(C#N)c(SCc2ccccc2F)n1	2%	3.5%	x	0%	-6%	-0.1%	-7%	-11%	-1.7%
S=c1[nH]c(-c2ccccc2)cn1-c1ccccc1	23%	3.1%	16%	10%	-7%	-0.1%	-129%	17%	-1.7%
O=C(NCc1cccc2[nH]ccc12)C1CCC(=O)N(CCc2ccc(Cl)cc2)C1 (stereo not drawn)	9%	-2.2%	6%	-8%	-7%	0.3%	-75%	28%	0.3%
COc1ccc(N2CCN(C(=O)CN(CCc3ccccc3)S(C)(=O)=O)CC2)cc1	16%	5.9%	12%	-3%	0%	-0.1%	10%	-25%	0.4%
Cc1ccsc1C1C(C#N)=C(N)OC2=C1C(=O)CC(C)C2 (stereo not drawn)	19%	-4.6%	8%	10%	7%	-0.3%	-2%	9%	3.5%
O=C(Nc1ccc2c(c1)OCO2)c1ccc2nc[nH]c2c1	-2%	-2.1%	1%	13%	-28%	0.2%	-55%	31%	1.3%
CC1CCC/C(=N\NC(=O)c2ccncc2)C1 (stereo not drawn)	15%	-4.5%	8%	13%	-9%	0.1%	11%	34%	-1.9%

This is a subset (hit frequency here may not be typical).
